# Screens as filed in PubChem.
# Tau fibril ThT: inhibitors of human tau fibril formation, thioflavin T binding | P10636 | recombinant tau K18 P301L, heparin-induced fibrillization, ThT fluorescence | Potency, µM (titrated, usually from 57.4 µM), for the others: top-dose activity, negative = inhibition, usual class: inhibitors | 270,000 tested, 2.1% active; further: on the % scale 0 is the no-effect control and ±100 the full control effect; nearly all actives have a fitted effect of over 55% in size
# Target sequence (P10636 561-689 P618L limits assumed): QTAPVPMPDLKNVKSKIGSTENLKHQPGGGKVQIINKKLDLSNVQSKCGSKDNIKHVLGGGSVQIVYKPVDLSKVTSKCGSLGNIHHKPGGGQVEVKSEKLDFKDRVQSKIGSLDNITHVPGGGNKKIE
#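 Heparin-induced (20 uM) aggregation of recombinant human K18 P301L tau, 15 uM unlabeled with 0.24 uM labeled, pH 7 acetate buffer, 6 hr at 37 C with compound. Fibrils quantified by 30 uM ThT fluorescence after 1 hr ambient incubation.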
# SMN2 splice enh: SMN2 splice variant enhancement; HEK293 SMN2-luciferase splicing reporter, luminescence, 30-36 h; Potency, µM (titrated, usually from 46.1 µM), inactives show at the highest dose activity change, positive = activation, hits mostly activators; 210,000 tested, 2.8% active; AID 1458; further: % of control where 0% means no effect; nearly all actives have a fitted effect of over 55% in size
#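 HEK293 cells carry an SMN2 minigene-luciferase reporter in which exon 7 inclusion puts luciferase in frame. Cells were seeded at 2000 cells/well, attached for 10-12 hours, then exposed to compounds for 30-36 hours at 37C before ONE-Glo luminescence.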
# Tau fibril FP: inhibitors of human tau fibril formation. P10636. 280,000 tested, 0.39% active. Potency, µM (highest dose often 57.7 µM), without a hit: at the highest dose activity, negative = inhibition, most hits filed as inhibitors. K18 P301L tau heparin fibrillization, Alexa594 FP, 6 h; further: on the % scale 0 is the no-effect control and ±100 the full control effect; nearly all actives have a fitted effect of over 55% in size
#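 Human K18 P301L fragment (15 uM unlabeled plus 0.24 uM Alexa 594-labeled) in 100 mM sodium acetate pH 7 with compound, aggregation induced by 20 uM heparin for 6 hr at 37 C. ThT (30 uM) added for 1 hr, then Alexa 594 FP read.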
# ALDH1A1 inh: ALDH1A1 (human) enzyme inhibition | P00352 | Purified ALDH1A1, NADH fluorescence, propionaldehyde substrate | Potency, µM (titrated, usually from 75.3 µM), inactives show at the top dose activity, negative = inhibition, actives largely listed as inhibitors | 220,000 tested, 7.3% active | AID 1030; active means well fitted inhibition curve with a large enough effect, not every such curve was filed as active; inconclusive means small, poorly fitted or top-dose-only effect, or another doubt; inactive means no such curve, though single readings can be large or run the other way;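 further: plate controls were no enzyme wells and a reference inhibitor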
# Target sequence (P00352 whole entry, looked up): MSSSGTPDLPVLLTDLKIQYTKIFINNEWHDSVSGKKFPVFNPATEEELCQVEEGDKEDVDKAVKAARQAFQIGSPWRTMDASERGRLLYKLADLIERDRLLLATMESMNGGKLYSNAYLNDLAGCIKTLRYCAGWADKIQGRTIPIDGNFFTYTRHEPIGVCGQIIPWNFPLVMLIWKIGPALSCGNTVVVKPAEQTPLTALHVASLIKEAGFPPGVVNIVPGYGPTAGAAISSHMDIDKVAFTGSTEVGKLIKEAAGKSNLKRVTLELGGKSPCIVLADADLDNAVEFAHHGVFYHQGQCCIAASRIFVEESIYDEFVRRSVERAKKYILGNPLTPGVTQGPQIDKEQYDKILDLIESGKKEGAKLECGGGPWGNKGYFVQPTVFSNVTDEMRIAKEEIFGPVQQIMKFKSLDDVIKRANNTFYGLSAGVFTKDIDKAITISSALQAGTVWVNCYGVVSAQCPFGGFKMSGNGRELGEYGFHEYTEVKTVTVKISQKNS
# HTT cytoprotect: Huntington cell model cytoprotection by ATP luminescence. PC12 HTT-Q103 induced, cytoprotection, ATP luminescence, 40 h. Potency, µM (top dose mostly 56.4 µM), for the others: cytoprotection (ATP increase), hits mostly activators. 230,000 tested, 0.14% active. AID 1471;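 further: % of control where 0% means no effect; nearly all actives have a fitted effect of over 45% in size; toxic huntingtin expression switched on by the ecdysone agonist tebufenozide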
#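 Compounds were screened for protection of PC12 cells against cell death after tebufenozide induction (100 nM final) of mutant Huntingtin exon 1 (Q103) fused to GFP.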
# KDM4E inh: JMJD2E (human) inhibition | B2RXH2 | JMJD2E catalytic domain, FDH-coupled NADH fluorescence (FDH is formaldehyde dehydrogenase) | Potency, µM (titrated, usually from 57.1 µM), for inactives: at the top dose activity change, negative = inhibition, usual class: inhibitors | 230,000 tested, 1.6% active | AID 2147; active means well fitted inhibition curve with a large enough effect, not every such curve was filed as active; inconclusive means small, poorly fitted or top-dose-only effect, or another doubt; inactive means no such curve, though single readings can be large or run the other way;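 further: 0% = wells with enzyme and -100% = buffer wells without enzyme; nearly all actives have a fitted effect of over 50% in size; many of its hits are not listed in these tables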
# Target sequence (B2RXH2 1-337 limits assumed): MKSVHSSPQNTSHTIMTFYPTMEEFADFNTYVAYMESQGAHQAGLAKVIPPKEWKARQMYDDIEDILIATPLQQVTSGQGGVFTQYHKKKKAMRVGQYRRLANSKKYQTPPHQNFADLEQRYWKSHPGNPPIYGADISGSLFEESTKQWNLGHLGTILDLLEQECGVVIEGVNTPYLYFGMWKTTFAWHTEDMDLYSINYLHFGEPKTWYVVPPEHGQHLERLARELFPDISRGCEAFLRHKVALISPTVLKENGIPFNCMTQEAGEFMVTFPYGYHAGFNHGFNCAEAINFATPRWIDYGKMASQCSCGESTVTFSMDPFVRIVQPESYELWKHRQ
# HTT aggregate: reduces HttQ103-GFP aggregates in PC12 cells; Potency, µM (top dose mostly 46.1 µM), without a hit: at the top dose activity change, negative = inhibition, most hits filed as inhibitors; 220,000 tested, 1.1% active; PC12 HttQ103-GFP aggregates, Acumen cytometry, 40 h; AID 1688; further: on the % scale 0 is the no-effect control and ±100 the full control effect; nearly all actives have a fitted effect of over 60% in size
#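 Read-out: GFP aggregate count by laser scanning cytometer (488 nm excitation, 500-530 nm emission, 1–25 µm objects >6 SD above background). Cells: PC12, inducible HTTex1-Q103-GFP, 100 nM tebufenozide; compounds titrated.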
# Tau fluor cs: counter-screen for tau fibril formation inhibitors; Potency, µM (series often up to 57.7 µM), without a hit: top-dose activity change, negative = decrease; 280,000 tested, 0.93% active; tau K18 P301L (four-repeat tau fragment) Alexa594 fluorescence, heparin fibrillization; further: on the % scale 0 is the no-effect control and ±100 the full control effect; nearly all actives have a fitted effect of over 55% in size
#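 Human K18 P301L tau (15 uM unlabeled plus 0.24 uM Alexa 594-labeled, final) in 100 mM sodium acetate pH 7 was mixed with compound and 20 uM heparin and incubated 6 hr at 37 C.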
# An asterisk follows results filed as active; ? = inconclusive; . = no result given; & = joins results of further samples; [ ] = another dose, or the depositor's remark. Unless noted, the call rests on the fitted dose curve; in most records, active means well fitted curve in the direction sought with a large enough effect; inconclusive means small, poorly fitted or top-dose-only effect, or another doubt; inactive means no such curve, though single readings can be large; an effect the other way counts as inactive or inconclusive. Potency means the concentration at half of the fitted maximal effect. Not all compounds are listed. The share of hits here may be higher or lower than overall.
SMILES,Tau fibril ThT,SMN2 splice enh,Tau fibril FP,ALDH1A1 inh,HTT cytoprotect,KDM4E inh,HTT aggregate,Tau fluor cs
O=C(NCc1ccco1)c1ccc2c(c1)C(=O)c1ccccc1-2,13µM*,-7%,?,28µM*,-21%,0%,12%,-29%
CCOC(=O)c1ccc(NC(=O)CSc2ccc(-c3ccncc3)nn2)cc1,?,-28%,0%,0%,-7%,4%,-31%,-6%
CC(=O)c1ccccc1OCCn1nnc(-c2ccc(C)cc2)n1,-7%,-41%[inhibitor],-5%,-2%,2%[10 µM],-6%,20µM*,-18%
Clc1ccccc1CNc1ncnc2nc[nH]c12,-2%,-23%,7%,9%,12%[10 µM],5%,?,-3%
CCOC(=O)c1c(C)nc2sc3c(=O)[nH]cnc3c2c1-c1ccc(OC)cc1,-2%,20%,-1%,?,.,?,7%,-11%
COc1cc(/C=C2\SC(=O)N(c3ccc(Cl)cc3)C2=O)cc([N+](=O)[O-])c1O,18µM*,-13%,3%,-5%,.,-16%,.,?
CC1CCN(C(=O)CCc2nnc(-c3ccccc3)o2)CC1,-2%,.,-14%,5%,10%[10 µM],7%,-2%[9.22 µM],-3%
CN(C(=O)/C=C/c1cnc2ccccc2c1)C1CCCCC1,3%,3.2µM*,-1%,?,-97%[inhibitor],-4%,-14%,9%
COc1ccc(C(=O)NC(=S)Nc2ccc(S(N)(=O)=O)cc2)cc1,7%,.,4%,29%,19%[10 µM],-1%,-11%[9.22 µM],1%
O=C(O)c1ccc(N/N=C2/CCCc3ccccc32)cc1,?,.,3%,.,-4%[10 µM],-14%,0%[9.22 µM],-8%
CCCCN(CC)S(=O)(=O)c1ccc2c(c1)CCCN2C(C)=O,6%,-45%[inhibitor],-2%,?,-1%[1.9 µM],-3%,-22%,4%
C/C(=C\c1ccccc1)C1NC(=O)c2c(sc3c2CCCC3)N1 (stereo unspecified),3.5µM*,225%,3%,?,5%[1.9 µM],12%,?,-4%
Cc1nc2c(C)[n+](CC(=O)c3ccccc3)ccc2n1C,1%,.,-3%,.,21%[10 µM],-1%,0%[9.22 µM],4%
COc1ccc(N2CCN(CC(O)COC(C)(C)C)CC2)cc1 (stereo unspecified),4%,20%,10%,?,-17%[10 µM],25µM*,12%,0%
O=C1C(=O)N(Cc2cccnc2)C(c2ccccn2)/C1=C(/O)c1ccc(F)cc1 (stereo unspecified),-12%,-9%,-5%,?,-10%,?,?,-13%
CCOc1c2ccc(C(=O)NCc3ccccc3OC)cc2nn1CC,-9%,-7%,2%,?,-9%,?,-3%,-1%
Cc1sc2nc(CN3CCCC3)nc(NCc3ccncc3)c2c1C,-19%,7%,-3%,?,-24%,?,13%,-7%
O=S(=O)(Nc1ccc2c(c1)OCCO2)c1ccc(Br)s1,-11%,-35%[inhibitor],3%,1%,-14%,0%,13µM*,-18%
CCC(Cc1ccccc1)NC(=O)c1csc2c1CCCCC2 (stereo unspecified),2%,5%,-4%,.,.,.,.,-4%
O=C(C1CCCN(Cc2ccc3c(c2)OCO3)C1)N1CCCC1 (stereo unspecified),-17%,.,7%,?,-14%,-3%,7%,-10%
Cc1ccccc1CSc1n[nH]c(NS(=O)(=O)c2ccccc2)n1,-3%,25%,?,-8%,-10%[10 µM],-9%,21%,?
CC(=O)NCCNC(=O)c1ccc(Sc2ccccc2)c([N+](=O)[O-])c1,-13%,-30%,7%,-2%,-27%,-9%,-8%,?
CCOC(=O)C1=C(CC)NC2=C(C(=O)CCC2)C1c1ccc(OC)c(OC)c1 (stereo unspecified),-2%,?,-1%,?,1%,?,2%,-6%
CCCCNc1nc(Oc2ccc(=O)n(-c3ccccc3)n2)nc(N(CC)CC)n1,-14%,-9%,6%,.,.,.,.,-11%
CC(=O)Oc1ccc(NC(=O)Cc2ccccc2)c(C(=O)O)c1,3%,0%,3%,?,-39%[inhibitor],?,9%,9%
Cc1ccc(NC(=S)Nc2ccc(C(C)C)cc2)cc1S(=O)(=O)N1CCCCCC1,-15%,-57%[inhibitor],13µM*,18µM*,-33%[10 µM],3%,-6%,7.9µM*[quencher]
O=C(NCCN1CCOCC1)c1ccc(-c2ccccc2)cc1,1%,8%,-7%,-4%,19%,9%,-7%,-4%
Cn1c(=O)c2c(ncn2CC(=O)N2CCN(c3ccc([N+](=O)[O-])cc3)CC2)n(C)c1=O,?,.,-4%,.,-2%[10 µM],-2%,-1%[9.22 µM],-8%
CCOC(=O)c1ccc(NC(=O)C2C3C=CC(C3)C2C(=O)O)cc1 (stereo unspecified),-3%,-6%,4%,?,13%,1%,23%,-2%
CCCC1=Nc2cc(C(=O)NCCCOCC)ccc2Sc2ccccc21,?,-18%,-5%,6%,-85%[inhibitor][10 µM],-2%,?,-13%
CC1CCCN(C(C(=O)Nc2ccc3c(c2)OCCO3)c2ccccc2)C1 (stereo unspecified),-2%,8%,0%,?,5%,0%,-15%,-6%
Cc1cccc(CSc2cn(CC(=O)N3CCOCC3)c3ccccc23)c1,?,?,?,?,-15%[10 µM],-6%,6%,?
O=C(Nc1ccccc1)c1nsnc1C(=O)Nc1ccccc1,-10%,-7%,-5%,6%,.,-25%,15%,-16%
Cc1ccc(C(=O)N2CCN(Cc3ccc4c(c3)OCO4)CC2)cc1S(=O)(=O)N1CCOCC1,-12%,.,-2%,.,23%[10 µM],4%,0%[9.22 µM],-13%
Cc1cc(C)c2c(=O)n(CC(=O)NCCCN3CCN(c4ccccc4F)CC3)sc2n1,14µM*,3%,?,3.5µM*,-9%[10 µM],28µM*,?,-24%
O=C(Nc1nccs1)C1CCCCN1S(=O)(=O)c1ccccc1 (stereo unspecified),-4%,.,1%,.,?,3%,-18%[9.22 µM],-8%
CCCCCCCNC1=CC(=O)CC(c2ccco2)C1 (stereo unspecified),-16%,6%,-1%,25µM*,40%[10 µM],-14%,?,-12%
CCN1CCc2nc(NC(=O)c3ccc4c(c3)OCCO4)sc2C1,?,?,7%,-6%,-25%,-12%,-11%,-6%
CC(C)(C)CC(=O)NC(=S)Nc1ccccc1[N+](=O)[O-],0%,-10%,5%,3%,0%[10 µM],-1%,2%,-6%
Nc1ccn(Cc2ccccc2F)n1,0%,-6%,4%,?,-43%[inhibitor],13%,-7%,-6%
COc1cc(C(=O)Nc2nc(-c3ccc(F)cc3)cs2)ccc1OCC(=O)N1CCOCC1,-2%,.,-7%,?,11%[10 µM],1%,6%,?
CSCCC(=O)N1C(C)CCCC1C(=O)O (stereo unspecified),-13%,.,-13%,?,-9%,2%,0%,-12%
O=C(COC(=O)c1ccccc1C(=O)c1ccc(Cl)c([N+](=O)[O-])c1)NC1CC1,?,-59%[inhibitor],-4%,-4%,-130%[inhibitor],7%,?,-26%
CCOC(=O)c1c(C)[nH]c(C)c1C(=O)COC(=O)c1ccc(O)cc1,-1%,14%,-3%,-5%,.,-5%,30%,-8%
COc1ccccc1CNc1nc2nc(C)c(Cl)c(=O)n2[nH]1,-12%,-2%,0%,8%,5%[10 µM],-2%,4%,-11%
COc1ccccc1C1Nc2cccc3cccc(c23)N1,22µM*,2%,-12%,?,6%,?,?,?
COc1cccc(C(=O)Nc2cc(C(F)(F)F)ccc2Cl)c1,-6%,-14%,2%,-5%,-30%,-1%,2%,-7%
Cc1cccc(NC(=O)NC2CC3CCC(C2)N3Cc2ccco2)c1 (stereo unspecified),4%,-14%,-2%,3%,12%[10 µM],0%,1%[9.22 µM],7%
COc1ccc2c(-c3ccccc3)cc(SCC(=O)N(C)C3CCS(=O)(=O)C3)nc2c1 (stereo unspecified),?,-13%,-2%,?,6%[10 µM],5%,8%,-18%
Cn1c(N)c(C(=O)COC(=O)c2cc(-c3ccccc3)nc3ccccc23)c(=O)n(Cc2ccccc2)c1=O,-1%&-11%,-6%&-11%,14µM*,-2%,-20%,?,0%,?

# Going on with the list:
SMILES,Tau fibril ThT,SMN2 splice enh,Tau fibril FP,ALDH1A1 inh,HTT cytoprotect,KDM4E inh,HTT aggregate,Tau fluor cs
COc1ccc(-c2[nH]ncc2C(=O)NCc2cccc(Cl)c2)cc1,-5%,-7%,-11%,.,.,.,.,-15%
O=C1Nc2ccccc2/C1=C\c1cccn1-c1ccc(OC(F)(F)F)cc1,?,-24%,-4%,-1%,16%[10 µM],3%,-12%,?
COc1cc(C(=O)Nc2ccc(Br)cc2C(=O)c2cc(OC)c(OC)c(OC)c2)cc(OC)c1OC,-1%,?,-10%,1%,3%[10 µM],10%,19%,-3%
COc1ccc(Cl)cc1NC(=O)COC(=O)C(CC(C)C)N1C(=O)C2CC=CCC2C1=O (stereo unspecified),-9%,22%,2%,10%,0%[10 µM],1%,1%,-26%
CCn1c(SCc2ccccc2)nnc1-c1cccnc1,-8%,.,-5%,?,-16%[10 µM],?,0%[9.22 µM],-26%
COc1ccc2c(Cl)c(C(=O)N/N=C/c3ccc4c(c3)OCO4)sc2c1,?,-2%,-11%,?,-53%[inhibitor],?,-4%,-21%
Cc1ccc(C2=NN3C(=O)c4ccccc4C3C2)cc1 (stereo unspecified),?,.,0%,?,-9%[10 µM],-12%,-16%[9.22 µM],-4%
CCOc1ccc(NC2=CC(=O)CC(c3ccco3)C2)cc1 (stereo unspecified),-7%,8%,-3%,-11%,8%[10 µM],-11%,-2%[9.22 µM],-5%

# Marked active in HTT aggregate (from the list above):
molecule | Tau fibril ThT | Tau fibril FP | ALDH1A1 inh | KDM4E inh | HTT aggregate
CC(=O)c1ccccc1OCCn1nnc(-c2ccc(C)cc2)n1 | -7% | -5% | -2% | -6% | 20µM*
O=S(=O)(Nc1ccc2c(c1)OCCO2)c1ccc(Br)s1 | -11% | 3% | 1% | 0% | 13µM*
